# RSV antiviral HEp-2: RSV antiviral activity via CPE protection, HEp-2 cells, primary 10 µM value included (AID 2391); HEp-2 cells, RSV-induced CPE inhibition; higher % means a stronger effect; one-dose CPE inhibition, % at 10 µM; IC50 in µM for titrated hits; 310,000 tested, 0.13% active; in the data active = a potency from the dose series; inconclusive = CPE inhibition mostly from about 23% at the one dose, without a potency; inactive = the rest, 99 in 100 with CPE inhibition below about 21%; also: strong numbers were not always called active
# NTR1 ag: NTR1-driven beta-arrestin-GFP spot formation – imaging, U2OS cells, high content, primary screen (AID 493036). agonist mode. P30989. 330,000 tested, 0.17% active. activation, % at 20 µM;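 active = activation at or above 40% of the spot to cytoplasm intensity ratio, with at least 20 cells analyzed; inconclusive = wells under 20 cells, flagged as cytotoxic or low count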;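 also: 0% = DMSO without peptide and 100% = 100 nM NTR1 peptide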
# Target sequence (P30989 whole entry, looked up): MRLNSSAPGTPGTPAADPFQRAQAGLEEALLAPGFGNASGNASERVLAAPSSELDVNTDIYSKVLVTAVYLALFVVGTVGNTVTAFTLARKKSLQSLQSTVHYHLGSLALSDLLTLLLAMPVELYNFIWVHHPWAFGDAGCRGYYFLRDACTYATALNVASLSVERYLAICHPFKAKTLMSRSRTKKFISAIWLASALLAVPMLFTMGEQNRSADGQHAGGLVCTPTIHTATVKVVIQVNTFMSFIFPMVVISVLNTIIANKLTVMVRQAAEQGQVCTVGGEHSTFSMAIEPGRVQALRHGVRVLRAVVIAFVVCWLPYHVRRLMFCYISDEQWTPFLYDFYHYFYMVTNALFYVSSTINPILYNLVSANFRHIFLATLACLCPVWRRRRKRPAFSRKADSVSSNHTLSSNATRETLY
# AID2073: disruptors of CaV2.2 binding to Mint1 – biochemical, HTRF (AID 2073); HTRF protein-protein interaction, Mint1-CaV2.2; higher % means a stronger effect; inhibition, % at 20 µM; hits with a dose series show IC50 in µM; 290,000 tested, 0.19% active; in the data active = inhibition mostly above about 51%, no sharp cut-off; inconclusive = no clear call, values can overlap the other calls; inactive = mostly below about 53%; also: some results filed as inactive read as strong as hits
# LYP phosphatase: PTPN22 lymphoid phosphatase activity blockers – biochemical, fluorescence intensity, uHTS (AID 1779) | inhibition, % at 11.5 µM, or IC50 in µM where a hit was titrated | recombinant LYP phosphatase, fluorescence intensity; higher % means a stronger effect | 290,000 tested, 0.054% active; in the data active = inhibition above about 50%;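 also: plate controls were vehicle with enzyme for no effect and no enzyme for full effect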
# NS5 inhibitors: Dengue-2 NS5 methyltransferase inhibitors, primary screen, biochemical, confirmation dose response (AID 588689) | 340,000 tested, 0.3% active | Dengue-2 NS5 methyltransferase capping enzyme assay, biochemical; higher % means a stronger effect | inhibition, % at 25 µM, or IC50 in µM where a hit was titrated; in the data active = a potency from the dose series; inconclusive = inhibition above about 29% without an active follow-up result
# UTI89 phage lysis: protection from phage-mediated lysis, alamar blue read-out – E. coli UTI89, K1F phage, bacterial capsule biogenesis inhibitors (AID 488966). E. coli UTI89 K1F phage lysis, alamar blue, 2 h; higher % means a stronger effect. 340,000 tested, 0.02% active. inhibition, % at 100 µM, or IC50 in µM where a hit was titrated;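 active = phage lysis inhibition, versus mean bacterial control, above a set limit; inconclusive = no clear call, values can overlap the other calls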;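 also: capsule biogenesis inhibitors block K1F phage lysis so surviving cells raise fluorescence; higher fluorescence means more inhibition of phage lysis; actives were called in the ten point dose series up to 300 µM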
# WT yeast gro inh: growth inhibition of WT yeast, mitochondrial fusion screen; 190,000 tested, 2.1% active; mitochondrial fusion phenotypic screen, WT strain; inhibition, % at 10 µM; in the data active = inhibition above about 58%; tested in S. cerevisiae
# GPR35 antagonists: GPR35 antagonists blocking zaprinast-driven arrestin recruitment, primary screen, imaging, U2OS, beta-arrestin-GFP, zaprinast agonist (AID 2058). inhibition, % at 10 µM; hits with a dose series show IC50 in µM. U2OS GPR35 beta-arrestin-GFP translocation imaging, zaprinast antagonism; higher % means a stronger effect. 290,000 tested, 0.052% active;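 active = inhibition of at least 50% with at least 30 cells and total cytoplasm GFP at most 10,000,000; inconclusive = under 30 cells or total GFP of 10,000,000 plus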
# Autophagy HCS: alters autophagy in cells | MEF GFP-LC3 puncta imaging; test concentration mostly 10 µM | calls only at 10 µM (by protocol) | 190,000 tested, 0.98% active;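 active = percentage of spot-positive cells more than 3 SD above its plate mean, without a fluorescence outlier flag or 80% toxicity; inconclusive = no clear call, values can overlap the other calls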;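 also: spot-positive cell cutoff set from DMSO-treated cells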
# WT yeast gro inh mutant strain: further read-out of WT yeast gro inh, marked with its call; inhibition, %; mitochondrial fusion phenotypic screen, mutant strain inhibition
# Autophagy HCS cell loss 18 h: recorded beside Autophagy HCS, whose call it bears; toxicity, %; measured here: cell loss, nuclei count;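 cell loss after 18 h compound exposure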
# NTR1 ag cell count 20 µM: recorded beside NTR1 ag, whose call it bears; cell count; measured here: cell count, cytotoxicity flag
# NS5 inhibitors pilot replicate: second read-out of NS5 inhibitors, no call of its own (marks repeat the call); inhibition, %; measured here: pilot screen replicate inhibition
# * marks the source's active call; other numbers are inactive results; i = inactive; ? = inconclusive; . = no result given; [ ] = remark or other dose.
# The first two compounds, ahead of the listing:
SMILES,RSV antiviral HEp-2,NTR1 ag,NTR1 ag cell count 20 µM,AID2073,LYP phosphatase,NS5 inhibitors,UTI89 phage lysis,WT yeast gro inh,WT yeast gro inh mutant strain,GPR35 antagonists,Autophagy HCS,Autophagy HCS cell loss 18 h,others
CN(C)C(=O)COc1ccc(C(=O)/C=C/c2cccnc2)cc1,0.8%,2.2,40,5%,0%,-23%,0.6%,.,.,-8%,.,.,
O=C(OCC(=O)N1CCCCCC1)c1cccs1,0.2%,-0.4,52,2%,-1%,-3%,0.4%,-3,-8,-7%,i,-7,

# All compounds of this part (from the top)
SMILES,RSV antiviral HEp-2,NTR1 ag,NTR1 ag cell count 20 µM,AID2073,LYP phosphatase,NS5 inhibitors,UTI89 phage lysis,WT yeast gro inh,WT yeast gro inh mutant strain,GPR35 antagonists,Autophagy HCS,Autophagy HCS cell loss 18 h,others
CN(C)C(=O)COc1ccc(C(=O)/C=C/c2cccnc2)cc1,0.8%,2.2,40,5%,0%,-23%,0.6%,.,.,-8%,.,.,
O=C(OCC(=O)N1CCCCCC1)c1cccs1,0.2%,-0.4,52,2%,-1%,-3%,0.4%,-3,-8,-7%,i,-7,
COc1ccc(-c2noc(CSc3nc4ccccc4c(=O)n3-c3ccccc3)n2)cc1OC,3.6%,0.4,50,-1%,0%,-3%,-0.1%,17,16,-19%,i,2,
Cc1cc(C)nc(SCC(=O)NC2=NN=C(c3ccc(Br)cc3)CS2)n1,1.9%,1.5,66,-18%,-3%,7%,1.6%,7,3,-2%,i,29,
CCn1c(SCCC(C)C)nnc1-c1c[nH]c2ccccc12,7.9%,4.8,80,-3%,-5%,3%,3.2%,-6,0,5%,i,11,
c1ccc(Cn2c(SCCN3CCOCC3)nnc2-c2cccnc2)cc1,0.0%,1.2,90,5%,-10%,-2%,-0.1%,-10,14,-16%,i,-25,
COC(=O)c1ccc(CSCC(=O)Nc2ccccc2)cc1,1.3%,-0.6,36,-4%,-6%,-2%,-1.6%,-1,-2,-4%,i,29,
CCOc1ccc(NC(=O)Cn2nnc(-c3ccccc3F)n2)cc1,3.8%,-0.2,42,1%,0%,-2%,2.0%,7,-6,9%,i,-9,
COCCN(C(=O)Nc1ccc(F)cc1F)c1nc2ccccc2s1,9.0%,-0.1,67,3%,-6%,1%,0.2%,.,.,2%,.,.,
COC(=O)NC1CSCC1OC(=O)CN1C(=O)c2ccccc2C1=O (stereo not given),-0.4%,-0.6,72,-4%,2%,2%,0.2%,-11,0,-13%,i,-1,
O=C(c1cccc([N+](=O)[O-])c1)N1CCOCC1,-0.1%,1.6,68,7%,1%,-4%,1.9%[50 µM],-8,-9,-5%,i,6,
COC(=O)c1ccc(C)c(NC(=O)c2ccc(CN3CCc4ccccc4C3)cc2)c1,?,-0.3,37,1%,-9%,-4%,0.1%,.,.,7%,.,.,
Cc1cc(C)cc(NC(=O)CCn2ccnc2)c1,1.2%,0.8,63,6%,-8%,-1%,-0.3%,.,.,5%,.,.,
COc1ccc(N2CCN(c3nc(Cl)nc(Nc4ccc(F)cc4)n3)CC2)cc1,1.9%,21,70,1%,-3%,0%,13%,4,-10,-11%,i,1,
C=CCN(C(=O)c1csnn1)C(C(=O)NC1CCCCC1)c1ccccc1 (stereo not given),0.2%,-0.5,44,13%,-16%,-1%,0.0%,.,.,-5%,.,.,
CC[C@H](C)Cc1cn([C@@H](CCCCN)C(=O)NCCCCCCCCCCC(=O)N2CCNCC2)nn1,-1.7%,-0.1,86,.,.,-2%,?,.,.,.,.,.,
O=C(O)CN(Cc1ccccc1)S(=O)(=O)c1ccc2c(c1)OCCO2,0.6%,0.5,38,-4%,-6%,-4%,0.3%,-9,-24,25%,i,-5,
CC(C)(C)NC(=O)NC(=O)COC(=O)C1c2ccccc2Oc2ccccc21,1.8%,2.0,59,6%,-1%,3%,0.1%,.,.,3%,.,.,
CC(=O)Nc1ccc(NC(=O)c2c(C)noc2C)cc1,1.0%,-0.5,50,13%,-7%,-1%,0.6%[50 µM],.,.,-2%,.,.,
COc1cc(/C=N/NC(=O)CNC(=O)c2ccncc2)ccc1OC(C)=O,0.6%,0.6,53,34%,-9%,-6%,0.8%[50 µM],.,.,-8%,.,.,
Cc1ccc2[nH]c(=O)c(CN(CCCN(C)C)C(=S)NCCc3ccccc3)cc2c1,0.0%,6.9,48,-8%,1%,-15%,0.1%,-6,-6,5%,i,0,
O=C(Nc1cc(F)cc(F)c1)c1ccc(NCCc2ccccc2)c([N+](=O)[O-])c1,1.6%,-0.3,52,0%,-9%,-22%,1.2%[50 µM],-5,4,-4%,i,9,
N=C1/C(=C\c2ccc(OC(=O)c3ccccc3)cc2)C(=O)N=C2SC(N3CCOCC3)=NN12,4.3%,-0.1,49,4%,-3%,3%,?,.,.,-10%,.,.,
O=C1N=C(N2CCN(c3cccc4ccccc34)CC2)S/C1=C/c1cccs1,6.2%,-0.5,65,9%,5%,-2%,0.6%,25,20,-8%,i,21,
Cc1ccc(N2C(=O)C(CN3CCCC3)C2c2ccccc2)cc1 (stereo not given),-1.6%,2.5,35,1%,-7%,0%,0.5%,7,11,-7%,i,8,
Cc1cc(=O)oc(C)c1C(=O)N1CCc2c([nH]c3ccccc23)C1C(C)C (stereo not given),-0.8%,0.9,86,5%,-9%,-2%,0.0%,-9,0,-16%,i,10,
CCOCCCNC(=O)c1cc2c(=O)[nH]c3ccccc3c2s1,0.4%,-1.5,80,5%,-11%,-1%,0.1%,.,.,3%,.,.,
COc1ccccc1CN1C(=S)SC(C)(C)C1NO (stereo not given),-0.7%,-0.4,91,-1%,-1%,-2%,-7.2%,7,2,-5%,i,-1,
CC(=O)c1cccc(N(C(=O)c2ccco2)C(C(=O)NC2CCCC2)c2ccccc2F)c1 (stereo not given),0.5%,2.1,40,0%,-9%,-10%,-0.1%,.,.,1%,.,.,
CSCCC(NC(=O)c1ccccc1Cl)C(=O)OCC(=O)N1CCCC1=O (stereo not given),0.1%,-1.5,59,.,.,-2%,0.2%[50 µM],.,.,.,.,.,
CS(=O)(=O)N(CCc1ccccc1)CC(=O)Nc1ccccc1,0.2%,0.5,57,-4%,0%,-10%,-2.8%,-10,2,-7%,i,14,
Cn1c(SCc2ccc(Br)cc2)nc2ccccc2c1=O,2.9%,7.2,76,4%,1%,0%,0.4%,.,.,5%,.,.,
CC(=O)c1cc(C#N)c(SCc2ccncc2)nc1C,17%,0.7,59,-2%,-4%,-16%,1.1%,5,11,-9%,i,10,
CCC1SC(CC)C(=O)N(CC(=O)NCCc2ccccc2)C1=O (stereo not given),1.0%,1.1,56,-3%,-2%,-2%,1.2%,-2,-5,-4%,i,6,
Cc1ccc(N2NC(C)(c3cccs3)NC2=S)cc1 (stereo not given),1.9%,3.6,75,-14%,-2%,-2%,-0.3%[50 µM],42,34,3%,i,-12,
CN(CC(=O)Nc1cccc(F)c1)C(=O)CCc1nc2ccccc2c(=O)[nH]1,0.1%,-0.8,56,.,.,-3%,2.5%[50 µM],.,.,.,.,.,
CC(C)Cc1nnc(NS(=O)(=O)Cc2ccccc2)s1,0.3%,0.3,55,3%,-13%,-6%,6.1%,-3,13,5%,i,-7,
S=C1c2ccccc2CN1c1ccccc1,3.6%,-0.3,63,-2%,-9%,4%,3.3%,12,14,6%,i,-4,
CC1Cc2ccccc2N1C(=O)CSc1nccc(=O)[nH]1 (stereo not given),1.6%,-0.8,40,-1%,-11%,-3%,-0.9%,-8,-6,-8%,i,-8,
CC(=O)Nc1ccc(CNC(=O)C[N+]2(C)CCOCC2)cc1,0.6%,0.9,48,4%,0%,4%,0.4%,-16,-5,20%,i,0,
Cc1cccc(NC(=O)NC(C)CCc2ccccc2)c1 (stereo not given),11%,-2.3,37,-3%,-3%,-20%,0.0%,26,18,14%,i,10,
O=C(Nc1ccc(Cl)c(Cl)c1)Nc1ccc(N2CCCC2)c(S(=O)(=O)Nc2ccccc2Cl)c1,4.7%,12,48,18%,10%,-5%,4.6%,43,1,-6%,i,2,
C/C(CC1CC(COCC(C)C)OC1=O)=N\NC(N)=S (stereo not given),0.0%,0.1,62,2%,-4%,-9%,0.2%[50 µM],-14,-2,10%,i,1,
CCOCCCNC(=O)c1oc2ccc(S(=O)(=O)N3CCOCC3)cc2c1C,1.5%,1.0,51,-8%,-10%,-1%,0.3%,.,.,10%,.,.,
CC1CCCN(C(=O)CCCNC(=O)c2ccc(Cl)cc2)C1 (stereo not given),2.4%,-0.6,60,14%,-3%,1%,1.2%,.,.,5%,.,.,
Cc1ccccc1-c1nnc(SCC(=O)NC2CCCC2)o1,2.8%,0.7,56,3%,-5%,-6%,0.3%,.,.,13%,.,.,
Cc1cc(NC(=O)CCC(=O)N(Cc2ccco2)C2(C(=O)NC3CCCC3)CCC(C)CC2)no1 (stereo not given),0.9%,1.2,58,9%,-2%,-11%,-0.3%,.,.,-2%,.,.,
CCN(CC)S(=O)(=O)c1ccc(N2CC(C(=O)NCCC3=CCCCC3)CC2=O)cc1 (stereo not given),2.2%,-2.4,48,.,.,-15%,0.6%[50 µM],.,.,.,.,.,
CC(C)CCN1C(Nc2ccccc2)=NC[C@@H]1C,-1.2%,0.4,94,3%,-14%,-8%,0.1%,.,.,-9%,.,.,
Fc1ccc(CN2CCCCCC2)c(F)c1,0.1%,-0.1,70,4%,1%,-3%,0.1%,5,13,1%,i,-3,NS5 inhibitors pilot replicate=-0.6
CC1CCCCN1CCNC(=O)C1CCCN(c2ncnc3c2nc2n3CCCCC2)C1 (stereo not given),-1.2%,0.8,62,2%,-12%,0%,0.5%,.,.,-3%,.,.,
Cc1ccc(C(=O)C2=C(O)C(=O)N(Cc3cccnc3)C2c2ccc(N(C)C)cc2)o1 (stereo not given),1.1%,2.0,44,-4%,-4%,-10%,-0.3%,.,.,-1%,.,.,
CC1CCCCN1C(=O)Cn1c(=O)oc2ccccc21 (stereo not given),0.7%,-1.4,89,.,.,-4%,-0.2%,1,-10,.,i,-2,
C(=N\Nc1nc(-c2ccccn2)nc2ccccc12)/c1ccccc1,1.7%,9.2,32,-11%,-2%,.,.,.,.,-4%,.,.,
Cc1c(NS(=O)(=O)c2ccc3c(c2)Cc2ccccc2-3)c(=O)n(-c2ccccc2)n1C,9.9%,-0.9,42,2%,-4%,-10%,-0.3%,-15,-20,21%,i,8,
CCOC(=O)CCSc1cc(C)c2ccccc2n1,1.1%,1.1,54,-2%,8%,-6%,-1.0%[50 µM],5,12,2%,i,23,
Cc1cc(C(C)(C)C)n2nc(C)c(-c3ccccc3)c2n1,0.9%,4.5,95,18%,-10%,-8%,0.1%,.,.,0%,.,.,

# Source: PubChem BioAssay

# Outcome played no part in choosing rows; overall some 2.6% were active at least once.
